FBW7 activator – human FBW7 E3 ligase activation, primary screen | Q969H0 | hit rate 0.13% among 650,000 | AlphaScreen FBW7–phospho-cyclin E peptide binding, activator screen | normalized activity (activation), % at 26.1 µM; in the data active = normalized activity above about 1.9%;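 also: purified mutant Fbw7 with reduced substrate affinity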
MITF inh – human MITF inhibition, primary screen. O75030. AlphaScreen MITF homodimerization, bead proximity signal. inhibition, % at 2.6 µM. hit rate 0.91% among 650,000. AID 1259374; in the data active = inhibition above about 50%;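 also: 0% = vehicle wells with protein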
Target sequence (O75030 whole entry, looked up): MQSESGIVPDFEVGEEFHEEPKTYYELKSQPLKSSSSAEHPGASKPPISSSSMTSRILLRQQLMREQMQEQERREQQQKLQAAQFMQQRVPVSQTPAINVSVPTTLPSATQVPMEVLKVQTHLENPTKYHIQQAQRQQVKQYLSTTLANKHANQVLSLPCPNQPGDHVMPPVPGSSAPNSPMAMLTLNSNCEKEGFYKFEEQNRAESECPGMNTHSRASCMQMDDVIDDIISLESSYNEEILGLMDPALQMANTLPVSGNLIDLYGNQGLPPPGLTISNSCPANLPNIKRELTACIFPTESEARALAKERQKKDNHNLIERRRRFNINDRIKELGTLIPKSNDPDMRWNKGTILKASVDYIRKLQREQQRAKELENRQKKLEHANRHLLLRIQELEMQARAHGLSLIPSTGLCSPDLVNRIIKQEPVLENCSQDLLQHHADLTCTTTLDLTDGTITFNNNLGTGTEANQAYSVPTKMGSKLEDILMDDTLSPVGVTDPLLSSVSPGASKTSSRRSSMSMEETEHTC
GPR151 ag – activates the human receptor GPR151; PathHunter beta-arrestin GPR151 cells, luminescence; activation, % at 11.2 µM; hit rate 1% among 650,000; in the data active = activation above about 4.9%;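 also: 0% = median of compound wells and 100% = cells with positive control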
Target sequence (Q8TDV0 whole entry, looked up): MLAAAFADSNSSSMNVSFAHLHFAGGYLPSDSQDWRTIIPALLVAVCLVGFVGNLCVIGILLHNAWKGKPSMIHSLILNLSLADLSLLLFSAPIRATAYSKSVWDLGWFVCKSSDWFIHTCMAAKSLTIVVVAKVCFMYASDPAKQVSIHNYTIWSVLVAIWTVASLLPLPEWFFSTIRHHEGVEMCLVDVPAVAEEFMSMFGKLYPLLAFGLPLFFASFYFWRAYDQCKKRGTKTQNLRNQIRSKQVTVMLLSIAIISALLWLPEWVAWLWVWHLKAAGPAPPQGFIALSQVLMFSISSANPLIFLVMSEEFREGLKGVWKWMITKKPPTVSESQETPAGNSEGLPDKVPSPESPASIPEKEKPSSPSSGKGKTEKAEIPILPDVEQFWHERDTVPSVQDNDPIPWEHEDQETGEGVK
TEAD-YAP block – TEAD-YAP interaction inhibition; AID 1259422; hit rate 1.4% among 640,000; inhibition, % at 9.12 µM; HEK-TIYL cells, TEAD-Gal4/YAP UAS-luciferase luminescence; in the data active = inhibition above about 32%;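 also: 0% = median of test compound wells and 100% = reference inhibitor wells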
Numbers without * were called inactive; / = not tested or not shown. Compounds were not picked by outcome. Share with any hit: about 3.5%.

mol	FBW7 activator	MITF inh	GPR151 ag	TEAD-YAP block
O=C(O)CCC(NS(=O)(=O)c1ccc(-c2ccccc2)cc1)C(=O)O (stereo not drawn)	0.0	-7	-0.1	6
COc1cccc(CC(=O)Nc2cnc3cnc(-c4cccc(Cl)c4)cn23)c1	0.9	19	-1.1	-5
CC(=O)N1CCN(C(=O)COC(=O)c2cnc(C)cn2)CC1	0.0	10	0.5	-1
NC1=C(C(=O)c2ccccc2)N(Cc2ccccc2)S(=O)(=O)c2ccccc21	-0.2	15	-0.1	10
CC(C)(C)NC(=O)NC(=O)CSc1n[nH]c(COc2ccc(Br)cc2)n1	-0.1	-2	1.0	-6
CN1CCC(N2CCC(Oc3cccc(C(=O)N[C@H]4CCCCNC4=O)c3)CC2)CC1	0.1	2	0.2	-6
CC(=O)N1CCN(C(=O)CSc2nnc(Nc3ccc(C)c(C)c3)s2)CC1	-0.1	-7	-0.4	-27
Cc1ccc(NC(=O)c2ccccc2Br)cc1C	0.0	-2	-0.8	-49
Cc1cc(Nc2ccccc2O)n2ncnc2n1	0.5	18	-1.0	-1
C=C(C)Cn1c(NN)nc2c1c(=O)[nH]c(=O)n2C	0.0	-4	1.1	2
C=C1CC(C(=O)N/N=C/c2ccc(Cl)cc2Cl)C1	-0.1	-10	3.0	-19
O=C(COc1cccc(F)c1)NNC(=O)c1ccc(F)cc1F	0.1	-1	-1.0	-3
O=C(CSc1ccc(Cl)cc1)NC1=NN(c2ccccc2)C(=O)C1	-0.1	2	2.0	14
O=C(NCc1cccnc1)c1cccc(S(=O)(=O)N2CCCC2)c1	0.0	3	0.7	12
O=C(CCn1c(=O)[nH]c2ccccc21)NCC1Cc2cccc(-c3cnccn3)c2O1 (stereo not drawn)	-0.1	-2	1.2	-12
CCOC(=O)C1C(=O)NC(SCC)=C(C#N)C1c1ccccc1[N+](=O)[O-] (stereo not drawn)	-0.1	-5	1.9	1
Cc1ccc2nc(-c3ccc(NC(=S)NC(=O)c4ccco4)cc3)sc2c1	0.2	14	-1.1	-34
O=C(CCC1(Cc2ccc(F)cc2)CCC(=O)N1)NCc1ccsc1 (stereo not drawn)	0.2	12	-1.7	10
COc1cc(OC)c(/C=N/NC(=O)c2ccccc2O)cc1Br	0.0	-14	0.3	-12
Cc1ccc(NS(=O)(=O)c2cccc(C(=O)Nc3ccc([N+](=O)[O-])cc3)c2)cc1	0.0	13	0.4	17
c1ccc(OCC2=NNC(c3ccccc3)=Nc3ccccc32)cc1	0.1	6	-3.0	-40
CCOc1ccccc1C(=O)Nc1c2c(nn1-c1ccc(C)cc1C)CSC2	-0.2	4	-2.6	-6
COC(=O)c1ccccc1NC(=O)c1cc(-c2cccc(OC)c2)no1	0.3	1	1.0	-8
CCOc1ccc2c(c1)sc(=NC(=O)c1ccc(S(=O)(=O)N(CC)CC)cc1)n2C	0.0	-5	-0.1	-11
Cc1cc(C)cc(NC(=O)c2cnn3c(C(F)(F)F)cc(-c4ccco4)nc23)c1	0.2	9	0.8	-10
COc1cc(Nc2nc(-c3ccccc3)nc3c2ncn3C2CCCCC2)cc(OC)c1OC	-0.2	4	1.2	16
CC(C)c1ccccc1NC(=O)CSc1nnnn1-c1ccccc1	0.2	3	0.2	-6
CCN(CC)C(=O)CSc1nc2ccsc2c(=O)n1-c1ccc(C)c(C)c1	0.0	-5	-0.9	-8
O=C1Nc2ccc(Br)cc2/C1=C\c1nc2ccccc2c(=O)n1CCCO	-0.3	2	-0.4	5
CCCCN(CCCC)c1nc(-c2ccncc2)nc2ccccc12	0.5	4	1.5	8

Later entries.
mol	FBW7 activator	MITF inh	GPR151 ag	TEAD-YAP block
Cn1c(-c2cccc([N+](=O)[O-])c2)cnc1NCc1ccc(F)cc1	-0.1	38	0.4	-4
CN1CCN(C(=S)NC(=O)/C=C/c2cccs2)CC1	-0.1	-15	1.2	-9
COc1ccc(CNC(=O)c2cc3oc4ccccc4c3n2C)cc1OC	-0.1	-3	0.4	-12
C=CCn1nc(C)c(Cc2c(C)nn(CC=C)c2C)c1C	-0.1	-1	-1.4	-14
O=[N+]([O-])c1cc(Cl)cc(C2N=C(c3ccccc3)NO2)c1O (stereo not drawn)	0.1	4	0.1	4
Cc1ccc(C(=O)N2CCN3C(=O)[C@H](COCc4ccccc4)NC(=O)[C@H]3C2)cc1F	0.3	3	-0.6	7
COc1ccc(Br)cc1/C=C1\N=C(c2cncc(Br)c2)OC1=O	-0.2	-4	-0.5	1
Cc1ccc(-c2nnc3n2C(C)(C)Cc2ccccc2-3)cc1	-0.1	16	-0.6	10
O=c1oc(/C=C/c2ccc([N+](=O)[O-])cc2)nc2cc([N+](=O)[O-])ccc12	-0.1	3	-0.4	1
COc1ccc(C(=O)CC2(O)C(=O)Nc3ccc(C)cc32)cc1 (stereo not drawn)	1.1	20	1.1	-7
CCc1ccccc1NC(=O)c1cc(S(=O)(=O)NCc2ccccc2OC)ccc1F	-0.1	-5	2.5	-11
O=C1C(c2[nH]c3ccc(S(=O)(=O)O)cc3c2O)=Nc2ccc(S(=O)(=O)O)cc21	-0.1	7	-1.0	6
O=C(O)CSc1nnc(-c2c[nH]c3ccccc23)o1	-0.4	-1	0.7	-3
Cn1nnnc1SCc1nc2ccccc2c(=O)[nH]1	0.0	-9	-0.9	-2
CCN(CC)c1nc(Nc2ccc(N3CCOCC3)cc2)nc(N2CCc3ccccc3C2)n1	-0.1	4	0.0	4
CCCCC(C(=O)OCCC)N1C(=O)C2C3c4ccccc4C(c4ccccc43)C2C1=O (stereo not drawn)	0.0	6	1.2	6
CCOC(=O)c1ccc(NC(=O)COc2cccc3ccc(N4CCCC4)nc23)cc1	0.0	11	-1.6	9
O=C1c2cccc([N+](=O)[O-])c2C(=O)N1c1ccc(I)cc1	0.1	-5	0.1	-6
COc1cc(Nc2nc(Nc3ccc(NC(C)=O)cc3)c3ncn(-c4ccccc4)c3n2)cc(OC)c1OC	0.1	-9	-1.6	39*
CC(C)n1cnc2c(NCc3cccc(C(F)(F)F)c3)nc(-c3ccc(N4CCN(C)CC4)cc3)nc21	-0.2	13	-0.7	6
COC(=O)c1ccc(NC(=O)Cn2ccsc2=N)cc1	0.0	-4	1.8	9
CCOC1=C/C(=C/c2c(N)n3c(S(C)(=O)=O)nsc3nc2=O)C=CC1=O	0.1	10	1.5	12
O=C(/C=C/c1ccc([N+](=O)[O-])cc1)NCc1cccnc1	0.2	-8	-1.0	5
NC(=O)c1ccc(NC(=O)COC(=O)/C=C/c2cccs2)cc1	-0.2	-3	-0.3	-3
CCOC(=O)c1c[nH]c2c(C)c(Cl)ccc2c1=O	0.3	-22	1.8	-6
CCOC(=O)c1ccc(N2C(=O)CC(N3CCN(c4ccc(OC)cc4)CC3)C2=O)cc1 (stereo not drawn)	-0.2	1	2.5	0
O=C(O)c1cc(-c2cccs2)nc2cc3c(cc12)OCCO3	-0.3	-8	-0.7	-13
O=C(O)c1cc(-c2ccncc2)cc2ccccc12	0.8	9	-1.1	2
C=CCN1CC(O)=C(c2ccccc2)C1=N	0.0	0	-1.1	3
Cc1ccc(-n2ncc3c(NCc4ccco4)ncnc32)c(C)c1	-0.1	13	4.2	-2

Complete entries from above. Order of screens: FBW7 activator | MITF inh | GPR151 ag | TEAD-YAP block
O=C(O)CCC(NS(=O)(=O)c1ccc(-c2ccccc2)cc1)C(=O)O (stereo not drawn) is entered as 0.0 | -7 | -0.1 | 6
CC(=O)N1CCN(C(=O)CSc2nnc(Nc3ccc(C)c(C)c3)s2)CC1 is entered as -0.1 | -7 | -0.4 | -27
CCc1ccccc1NC(=O)c1cc(S(=O)(=O)NCc2ccccc2OC)ccc1F is entered as -0.1 | -5 | 2.5 | -11
CC(=O)N1CCN(C(=O)COC(=O)c2cnc(C)cn2)CC1 is entered as 0.0 | 10 | 0.5 | -1

The list goes on.
mol	FBW7 activator	MITF inh	GPR151 ag	TEAD-YAP block
COc1ccc(C2=NN(C(=O)CSc3ncccn3)C(c3ccc(F)cc3)C2)cc1 (stereo not drawn)	0.0	-5	0.8	-2
CCOc1ccccc1/C=N\NC(=O)Cn1nnc2ccccc21	-0.1	-1	-0.4	-10
CC1=C(C(=O)OCCc2ccccc2)C(c2cccc(Cl)c2)NC(=O)N1 (stereo not drawn)	-0.2	-3	1.5	6
O=S(=O)(Nc1ccc(Cl)cn1)c1ccc(Cl)s1	0.3	-10	-0.3	2
CCOc1ccc2ccccc2c1C(=O)NCc1ccco1	0.8	12	0.3	-10
O=C(CSc1nnc2c(n1)[nH]c1ccc(F)cc12)NC1CCCCC1	0.1	19	0.3	1
CCOC(=O)C1=C(C)N=c2s/c(=C\c3ccc(N(C)C)cc3)c(=O)n2C1c1c(OC)ccc2ccc(OC)cc12 (stereo not drawn)	0.0	-11	-0.2	-2
O=C(NCCN=C1NS(=O)(=O)c2ccccc21)c1ccccc1F	0.1	-3	0.6	2
CC1CC(OCC(O)CN2CCc3ccccc3C2)CC(C)(C)C1 (stereo not drawn)	0.0	5	0.4	10
N=c1oc2ccc3ccccc3c2cc1C(=O)Nc1cccc(C(F)(F)F)c1	0.0	14	-1.0	-2
CCOC(=O)CSC(CC)C(=O)Nc1nnc(CC)s1 (stereo not drawn)	0.0	-6	-2.0	-10
O=c1c(-c2ccco2)[n+]([O-])c2ccccc2n1OCc1ccccc1F	0.0	-7	-2.1	6
Cc1nnc(Nc2ccc(Cl)cc2)[nH]c1=O	0.1	-7	-0.9	4
Cc1cccc(C)c1-n1c(SCC(=O)NCc2ccccc2)nc2c(sc(=S)n2-c2c(C)cccc2C)c1=O	-0.1	0	0.9	4
Cc1ccc(NC(CC(=O)C2CC2)c2ccccc2)cc1 (stereo not drawn)	-0.1	13	-0.4	-3
CN(CCC(=O)Nc1ccc(Br)cc1)Cc1ccccc1	-0.1	3	-0.4	-6
CCOc1ccc(/C(O)=C2\C(=O)C(=O)N(c3nnc(C)s3)C2c2ccc(OC)cc2)cc1 (stereo not drawn)	0.0	11	0.2	5
Nc1cc(=O)[nH]c(SCC(=O)NC(c2ccccc2)c2ccccc2)n1	0.2	8	-1.0	3
O=C(Nc1cccc(OC(=O)c2ccco2)c1)c1ccco1	0.0	11	-1.7	11
O=C(CNCc1ccccc1)Nc1ccccc1N1CCOCC1	0.0	39	1.9	1
O=C(c1ccc(N2CCOCC2)nc1)N1CCN(c2ccc(F)cc2)CC1	1.3	5	-1.3	3
COCCCNC(=O)c1cn2ccsc2n1	-0.5	6	-0.1	-16
Cc1cccc(-n2c(SCc3ccc(Cl)cc3)nc3[nH]ncc3c2=O)c1	-0.2	-4	-1.7	-16
O=C(OC1CCOC1=O)c1cc(-c2cccs2)nn1-c1ccccc1 (stereo not drawn)	-0.1	6	-0.8	-9
CC(C)COC(=O)C1=CN=C2SCCC(=O)N2C1c1ccccc1Cl (stereo not drawn)	0.7	18	-1.3	5
C=CCNC(=S)Nc1c(C)nn(CC)c1C	0.0	-2	-0.4	7
OCCC1CN(Cc2ccc3ccccc3n2)CCN1Cc1ccccc1 (stereo not drawn)	0.0	0	-0.3	2
O=C(Nc1ccc(Cl)c(F)c1)C1C2C3CCC(C3)C12 (stereo not drawn)	0.5	8	2.1	-56
Cc1[nH]c2ccccc2c1C(=O)C(C)OC(=O)[C@@H](NS(=O)(=O)c1ccccc1)C(C)C (stereo partly drawn)	-0.1	-2	2.9	1
CCCCOc1ccc(C(=O)Nc2c3c(nn2C(C)(C)C)CS(=O)C3)cc1 (stereo not drawn)	0.0	5	-0.2	12

3 compounds out of the list, arranged by length of the SMILES, low to high:
mol	FBW7 activator	MITF inh	GPR151 ag	TEAD-YAP block
O=C(Nc1ccc(Cl)c(F)c1)C1C2C3CCC(C3)C12 (stereo not drawn)	0.5	8	2.1	-56
O=C(CSc1nnc2c(n1)[nH]c1ccc(F)cc12)NC1CCCCC1	0.1	19	0.3	1
O=C(c1ccc(N2CCOCC2)nc1)N1CCN(c2ccc(F)cc2)CC1	1.3	5	-1.3	3

Carrying on.
mol	FBW7 activator	MITF inh	GPR151 ag	TEAD-YAP block
CCCCCCCCCCCCCC(=O)O	/	-12	0.0	/
O=C(O)CCC1CCCCC1=O (stereo not drawn)	0.2	0	1.7	-6
CCOC(=O)c1c(NC(=O)CSc2nnc(CNC(=O)c3ccccc3OC)n2-c2ccc(F)cc2)sc2c1CCCCC2	0.1	0	0.6	-11
Cc1nc(-c2ccc(Cl)cc2)cs1	0.3	8	-1.6	5
CCCc1cc(C(=O)NCC2CCC3(CCN(C(=O)c4ccc(F)cc4)CC3)O2)no1 (stereo not drawn)	0.0	3	1.1	5
NC(=S)N=Nc1ccc(NN=C(N)N)cc1	-0.2	0	1.2	6
COc1ccc(-c2cc(C(=O)NC3CCCCC3)c3ccccc3n2)cc1	0.1	-1	-1.4	2
O=C(COC(=O)c1c(F)cccc1Cl)c1ccccc1	0.1	1	-1.4	-63
COc1ccc(C2C(C#N)=C3N=C(N)c4c(sc5c4CCCCC5)N3C3=C2C(=O)CCC3)c(OC)c1 (stereo not drawn)	-0.2	10	0.9	10
CCC(C)NC(=O)C1CC(=O)N(Cc2ccc(OC)cc2)C1 (stereo not drawn)	0.0	3	0.6	2
Cc1cccc(-c2noc(CNC(=O)C(C)(C)C)n2)c1	0.1	15	-2.0	-10
O=C(CN1C(=O)C(c2ccccc2)Oc2cccnc21)NCc1ccccc1 (stereo not drawn)	0.0	8	-0.8	11
